CHRM1 PAM – human CHRM1 positive allosteric modulation; P11229; CHO-K1 hM1, Fluo-8 calcium fluorescence, ACh EC20; 0% = ACh EC20, 100% = maximal ACh; activation, % at 3 µM; 360,000 compounds, 0.088% hits; AID 588819; in the data active = activation above about 19%, passing the limit was not always enough
Target sequence (P11229 whole entry, looked up): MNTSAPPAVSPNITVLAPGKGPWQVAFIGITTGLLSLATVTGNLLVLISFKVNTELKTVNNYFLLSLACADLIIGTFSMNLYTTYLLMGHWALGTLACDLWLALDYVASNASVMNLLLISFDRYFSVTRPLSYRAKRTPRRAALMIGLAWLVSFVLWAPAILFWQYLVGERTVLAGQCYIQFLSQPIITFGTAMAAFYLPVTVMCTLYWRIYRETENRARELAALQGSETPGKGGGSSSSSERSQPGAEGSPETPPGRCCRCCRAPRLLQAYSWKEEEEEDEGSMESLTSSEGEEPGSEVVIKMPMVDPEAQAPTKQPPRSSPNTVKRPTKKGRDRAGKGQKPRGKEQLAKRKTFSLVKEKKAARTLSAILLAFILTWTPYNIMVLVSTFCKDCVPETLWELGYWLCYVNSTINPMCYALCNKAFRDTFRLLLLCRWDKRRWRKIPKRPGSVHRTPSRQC
TAAR1 antagonist – antagonists of human TAAR1. Q96RJ0. CHO RD-HGA16 TAAR1, Fluo-8 calcium fluorescence, antagonist. inhibition, % at 3 µM. 360,000 compounds, 1.5% hits. AID 624466;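 active = inhibition above a per-plate cutoff, the mean inhibition of test compounds on that plate plus 3 SD, cut at about 49% in these data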;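 also: 0% = DMSO plus EC80 beta-PEA response and 100% = DMSO alone without agonist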
Target sequence (Q96RJ0 whole entry, looked up): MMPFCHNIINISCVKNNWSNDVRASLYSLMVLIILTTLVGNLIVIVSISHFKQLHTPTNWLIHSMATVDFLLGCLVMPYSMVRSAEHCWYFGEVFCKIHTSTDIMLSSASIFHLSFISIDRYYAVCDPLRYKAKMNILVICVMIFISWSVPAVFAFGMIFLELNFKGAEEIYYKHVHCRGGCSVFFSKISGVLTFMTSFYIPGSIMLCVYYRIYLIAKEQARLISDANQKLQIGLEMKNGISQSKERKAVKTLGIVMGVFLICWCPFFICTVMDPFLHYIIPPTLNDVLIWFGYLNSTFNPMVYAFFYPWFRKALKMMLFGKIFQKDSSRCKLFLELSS
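Test system – hTAAR1-expressing CHO RD-HGA16 cells, Gα16-coupled · Reagent – β-PEA at EC80 concentration, post-compound challenge · Compound dosing – 3 µM, single point · Timing – 140 s kinetic read after compound, 140 s after agonist · Detection – Fluo-8 intracellular calcium dye fluorescence, real-time kinetic reads · Control set – DMSO and EC80 PEA controls · Repeats – n of 1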
CHO-K1 Ca antag – M1 antagonist counterscreen hit in parental CHO-K1 cells; ATP-induced calcium, Fluo-8 fluorescence; inhibition, % at 3 µM; 360,000 compounds, 0.6% hits;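 active = inhibition above a per-plate cutoff, the plate's mean sample inhibition plus 3 SD, cut at about 24% in these data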;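 also: 0% = DMSO plus EC80 ATP and 100% = DMSO alone without ATP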
M1 ag parental – counter-screen for M1 agonists: effect in parental CHO-K1 cells | Fluo-8 calcium fluorescence; scaled to maximal ATP response, vehicle zero | activation, % at 3 µM | 360,000 compounds, 0.48% hits | AID 602248; in the data active = activation above about 15%;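 also: untransfected CHO-K1 host cells lacking M1 receptor as counterscreen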
CHRM1 antagonist – human CHRM1 antagonism | CHO-K1 hM1, Fluo-8 calcium fluorescence, ACh EC80 antagonist | inhibition, % at 3 µM | 360,000 compounds, 1.3% hits;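 active = percent inhibition above its own plate's cutoff, namely the mean of that plate's compound wells plus 3 SD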;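 also: peak over basal fluorescence ratio during 140 s after agonist addition; 0% = ACh EC80 plus DMSO and 100% = DMSO alone without agonist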
TAAR1 agonist – agonists of human TAAR1 | Q96RJ0 | CHO RD-HGA16 TAAR1, Fluo-8 calcium fluorescence; vehicle wells 0%, saturating PEA agonist 100% | activation, % at 3 µM | 360,000 compounds, 0.99% hits | AID 624467;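 active = activation above the mean activation of all test compounds in the run plus 3 SD, cut at about 38% in these data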
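System: CHO-derived RD-HGA16 cells with stable Gα16 and human TAAR1. Times: 17-24 h plating, Fluo-8 75 min 37 °C, 30 min RT. Measured by: calcium-sensitive Fluo-8 signal, excitation 470-495, emission 515-575 nm. Read-out basis: % activation relative to PEA EC100 response. Control set: DMSO and PEA EC100. Repeats: no replicates (n 1).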
CHO parental Ca – signal in parental CHO cells, OX1R antagonist counter-screen; parental CHO-K1, ATP-induced calcium, Fluo-8 fluorescence; inhibition, % at 5.6 µM; 330,000 compounds, 0.63% hits;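 active = inhibition above that plate's mean sample inhibition plus 3 SD, cut at about 26% in these data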;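 also: 0% = ATP-challenged DMSO wells and 100% = DMSO wells without ATP; some compounds past the cut are filed as inactive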
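Assay system: untransfected parental CHO cell line. Also added: ATP agonist challenge. Dosing: one dose, 5.6 µM nominal. Measured by: Fluo-8 fluorescence. Read-out: % inhibition. Benchmarks: ATP wells versus no-ATP DMSO wells. Repeats: no replicates.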
M1 PAM parental – nonselective activator or artifact in parental CHO-K1 calcium assay | ATP EC20, Fluo-8 calcium fluorescence; 0% at ATP EC20, 100% at ATP max | AID 602247 | activation, % at 3 µM | 360,000 compounds, 0.02% hits;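 active = activation above the run cutoff, the mean activation of all test compounds plus 3 SD, cut at about 40% in these data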;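 also: peak over basal fluorescence ratio in a 140 s read after ATP addition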
CHRM1 agonist – activates human CHRM1 receptor; activation, % at 3 µM; 360,000 compounds, 0.33% hits; CHO-K1 hM1, Fluo-8 calcium fluorescence, agonist mode; 0% DMSO, 100% acetylcholine EC100; P11229; AID 588814;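 active = activation above the run's mean compound activation plus 3 SD, cut at about 16% in these data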;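 also: peak over basal fluorescence ratio within a 140 s kinetic read after compound addition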
The depositor's hits bear a star; / = no result given. Rows are unselected. About 4.4% of those tested had a hit in this group.

SMILES | CHRM1 PAM | TAAR1 antagonist | CHO-K1 Ca antag | M1 ag parental | CHRM1 antagonist | TAAR1 agonist | CHO parental Ca | M1 PAM parental | CHRM1 agonist
Cc1ccc2nc3n(c(=O)c2c1)-c1cc2ccccc2cc1C(=O)NC3Cc1ccc(O)cc1 (stereo unspecified) | -6 | 30 | 13 | 3.2 | 15 | 3 | / | -2 | 1
NCCNC(=O)Cc1cccc(NC(=O)Cc2ccc(Nc3ncnc4c3ncn4[C@@H]3O[C@H](CO)[C@@H](O)[C@H]3O)cc2)c1 | 4 | 1 | 11 | -0.2 | -26 | 0 | -8 | 0 | -2
CC(=O)Nc1ccc2nc(N)sc2c1 | -1 | 21 | -11 | 0.5 | 4 | 7 | 0 | 17 | -4
Cc1ccc(SCc2ccc(C(=O)Nc3cccc([N+](=O)[O-])c3C)cc2)cc1 | -7 | 20 | -17 | 4.5 | 6 | 4 | -10 | 21 | -7
CCn1cc(C(=O)N(CCCN2CCOCC2)Cc2ccco2)c(=O)c2ccc(C)nc21 | 10 | -1 | -16 | 3.4 | -22 | 5 | -16 | 23 | -8
O=C(CCC(=O)n1ncc2ccccc21)NCc1ccccc1Cl | 0 | -5 | 4 | -0.4 | 6 | 0 | -3 | -4 | -2
O=c1nc2scc(-c3ccccc3)n2c2ccccc12 | 15 | 7 | -13 | -0.1 | -1 | 0 | -26 | 12 | 9
O=C(CN1CCN(CC(=O)Nc2ccc(F)cc2)CC1)NCC1(N2CCOCC2)CCCCC1 | 8 | 6 | -24 | 0.1 | -10 | 9 | -25 | 26 | -4
COc1cc(Cl)ccc1OCc1cc(C(=O)NCc2cc(C(C)C)no2)no1 | 3 | 24 | -1 | 6.2 | -7 | 7 | -13 | 4 | -3
O=C(Nc1sc2c(c1C(=O)NCc1ccco1)CCCC2)c1ccc2c(c1)OCO2 | -8 | 29 | -7 | 0.3 | 12 | 5 | -11 | 15 | -6
CC(C)CC(=O)/C(=C/c1ccc(N(C)C)cc1)n1cncn1 | 16 | 1 | -6 | 0.7 | -16 | -1 | -15 | 26 | -2
O=C(O/N=C1/CCSc2ccccc21)c1ccc(F)cc1 | -9 | / | 0 | -0.7 | -2 | / | -18 | -4 | -9
Cc1onc(-c2ccccc2Cl)c1C(=O)OCN1C(=O)c2ccccc2C1=O | 1 | 24 | -3 | 1.5 | -1 | 2 | -25 | 12 | -3
COc1ccccc1N1CCN(C(=O)c2oc3ccc(F)cc3c2C)CC1 | -1 | 53* | -6 | 5.3 | 8 | 12 | -8 | 13 | -3
CCCn1c(=S)[nH]c2cc(OC)c(OC)cc2c1=O | -1 | / | -15 | 1.4 | -2 | / | -4 | 18 | -5
CC(=O)Nc1ccc(S(=O)(=O)NC2CC(=O)N(c3ccc(C)cc3)C2)cc1 (stereo unspecified) | 0 | -17 | 0 | 0.5 | 2 | -1 | -12 | 3 | -5
C[C@H](CO)N1C[C@H](C)[C@@H](CN(C)C(=O)Nc2ccc(C(F)(F)F)cc2)Oc2c(cccc2N(C)C)C1=O | 21 | -2 | 2 | -0.6 | -8 | 2 | -33 | -15 | 0
O=C(CN1C(=O)C2(OCCCO2)c2ccccc21)NCc1ccccc1 | 5 | -4 | -13 | 1.0 | -3 | 6 | -5 | 11 | -1
CN(C)c1nc(N)nc(Cn2nnc(-c3ccc(C(F)(F)F)cc3)n2)n1 | -1 | -12 | -2 | 3.5 | 4 | 3 | -9 | 6 | -3
CN(C)c1ccc(C(=O)N2CCCC(CCC(=O)N3CCN(c4ccccn4)CC3)C2)cc1 (stereo unspecified) | 3 | -8 | -9 | 3.3 | -2 | 1 | -24 | 12 | -5
CCC(C)Cn1cnc2c(Sc3c([N+](=O)[O-])ncn3C)nc(N)nc21 (stereo unspecified) | 5 | 5 | -20 | 1.4 | -9 | 0 | / | 17 | -4
Clc1ccc2[nH]c3c(c2c1)CNCC3 | 6 | -21 | 1 | 1.2 | -4 | 32 | 3 | 0 | 2
CC1(C(=O)NS(=O)(=O)C2CC2)CCN(C(=O)c2ccccc2C(F)(F)F)C1 (stereo unspecified) | -4 | -14 | 8 | -0.2 | 6 | 6 | / | -11 | -4
COc1ccccc1C(=O)NCCC(=O)NCC(c1ccccc1)N(C)C (stereo unspecified) | 5 | -15 | -8 | 0.8 | -8 | 1 | -14 | -5 | -6
COc1ccccc1N1CCN(C(=O)c2ccc(C(C)(C)C)cc2)CC1 | 0 | 30 | -1 | 1.4 | -21 | 5 | -15 | 2 | -4
CC(=O)c1ccc(NC(=O)NC2CCCc3ccccc32)cc1 (stereo unspecified) | 2 | 4 | 9 | 4.5 | -1 | 26 | -13 | -13 | 0
O=C(Nc1nnc(-c2ccncc2)o1)c1ccccc1F | -3 | 6 | -10 | 5.0 | 9 | 2 | -6 | 2 | -4
O=C(N/N=C/c1c[nH]c2ccccc12)C1CC1(c1ccccc1)c1ccccc1 (stereo unspecified) | 3 | 4 | -3 | 0.2 | -9 | 6 | -14 | 7 | 1
CCc1ccc(NC(=O)c2cc(C)on2)cc1 | -2 | -11 | -5 | -0.4 | 0 | 5 | -13 | 8 | -3
Cc1ccc(C)c(-n2c(C)cc(/C=N/NC(=O)c3c(C)nc4cc(C)ccn34)c2C)c1 | -12 | -9 | -10 | 0.3 | -1 | 16 | -18 | 9 | -6
CC1CCCN(C(=O)c2cc(-c3ccco3)nc3ccccc23)C1 (stereo unspecified) | 11 | -19 | -23 | 1.6 | -13 | 11 | -19 | 6 | -2
COc1cc2ccccc2cc1C(=O)Nc1ccc2oc(=O)ccc2c1 | 17 | 8 | -12 | 0.6 | -6 | 7 | -6 | 15 | -3
COc1ccc(CCN(C)CC(O)COc2c(C)ccc(C)c2C)cc1OC (stereo unspecified) | 9 | -21 | -13 | 7.0 | -12 | 8 | -26 | 8 | -5
Cc1ccccc1N(C)C(=O)c1coc(=O)c2ccccc12 | 6 | 1 | -3 | -0.2 | -8 | 0 | -12 | 12 | -4
Cc1ccsc1C(=O)N(C)CC(=O)N(CC(C)C)c1c(N)n(CC(C)C)c(=O)[nH]c1=O | -3 | 6 | -7 | 0.5 | -4 | 2 | 24 | 0 | -2
Cc1nc2c(O)c3c(c(O)c2nc1C)C1C=CC3CC1 | -9 | -10 | -4 | 2.5 | 14 | 8 | / | 0 | -4
Cc1ccc2nc(N(CCCN(C)C)C(=O)CCc3ccccc3)sc2c1 | 1 | 5 | -6 | 2.4 | -3 | 24 | 6 | 5 | -7
C=CCSC1=N/C(=C\c2ccsc2)C(=O)S1 | 5 | -7 | 14 | -0.4 | -9 | 10 | -13 | -4 | -3
COc1ccc(-c2nnnn2C)cc1S(=O)(=O)NCc1ccccc1 | 2 | 4 | -8 | 0.0 | -5 | 10 | -4 | 5 | -4
O=C(CCC(=O)Nc1ccc(F)cc1)N/N=C/c1ccccc1 | 8 | -6 | -17 | 5.6 | -14 | 34 | 4 | 6 | -5
CCOC(=O)C1=C(c2cccc(Oc3ccccc3)c2)NC(=S)NC1C (stereo unspecified) | -1 | 0 | 2 | -0.1 | -19 | 3 | -13 | 1 | -3
COc1ccccc1C(=O)NC(=O)COC(=O)c1nccnc1N | 2 | -21 | -17 | 1.2 | -12 | 2 | -15 | 12 | 0
CSc1ccc(S(=O)(=O)N2CCC(C(=O)NC3CC3)CC2)cc1 | -3 | -6 | -8 | 0.6 | 15 | 4 | 20 | -7 | -5
CC#CC[N+](C)(C)CC(=O)c1ccccc1 | 3 | -15 | -13 | 0.1 | -17 | 3 | -13 | 9 | -4
O=C(COC(=O)c1cc(-c2ccccn2)nc2ccccc12)Nc1ncc(C(F)(F)F)cc1Cl | -7 | -5 | -14 | 0.2 | -2 | -1 | -12 | 13 | -3
CCOc1ccccc1N1CC(C(=O)Nc2ccccc2N2CCOCC2)CC1=O (stereo unspecified) | 0 | 4 | -6 | 1.4 | -6 | 3 | 8 | 9 | -3
Cc1cc(OC(C)C(=O)NCCCn2ccnc2)c2c(C)c(C)c(=O)oc2c1 (stereo unspecified) | 4 | -14 | -17 | 0.7 | -1 | 0 | 0 | 13 | -5
OC(CN1CCN(c2ccccc2)CC1)c1c[nH]c2ccccc12 (stereo unspecified) | 5 | -6 | 1 | 5.0 | -6 | 5 | 3 | 15 | -5
COc1ccc(C2=CN3CCCCC3CC2=O)cc1OC (stereo unspecified) | 7 | -4 | -10 | 0.6 | -6 | 6 | 0 | 16 | -5
N#CC1=C(S)N(c2ccccc2)C(c2ccco2)NC1=O (stereo unspecified) | 2 | -17 | -8 | 0.8 | -1 | 1 | -8 | 13 | -3
COc1cc(F)c(C(=O)NC(C)(C)CO)cc1OC | -5 | 9 | -4 | 0.9 | -8 | 2 | -4 | 4 | -2
Cc1cc(C)c(S(=O)(=O)Nc2cccc(S(=O)(=O)NC3=NCCC3)c2)c(C)c1 | 8 | -15 | -18 | 2.6 | -3 | 10 | -16 | 21 | -4
O=C(O)CC1(CC(=O)Nc2ccc3ccccc3c2)CCCCC1 | -5 | -1 | 7 | 0.4 | 15 | 4 | -5 | -5 | -3
FC(F)(F)c1ccc(-c2nc(=S)[nH][nH]2)cc1 | 12 | -22 | -15 | 0.4 | -17 | 2 | 9 | 15 | -1
O=C(c1ccco1)N1CCCN(Cc2nc(-c3ccc4c(c3)OCO4)no2)CC1 | 3 | -18 | 14 | 1.0 | -4 | 0 | -18 | 3 | -3
O=C(O)CSCCC(=O)Nc1ccc(F)cc1 | 6 | 6 | -18 | 0.0 | -11 | 13 | 13 | 25 | -5
CCCCOc1ccccc1NC(=O)c1ccco1 | 13 | 5 | -11 | -0.3 | -18 | 16 | -37 | 16 | -1
Cc1ccc2c(c1)COc1c3ccc(C(=O)N4CCCCC4)cc3nn1-2 | 5 | 12 | -6 | 2.1 | -4 | 8 | -20 | 4 | -6
CC(C)N1CCc2c(sc(NC(=O)c3ccc4ccccc4c3)c2C(N)=O)C1 | 8 | -14 | -6 | 2.9 | -10 | 4 | -18 | 9 | -1

Compounds above with a COOH group (2):
SMILES | CHRM1 PAM | TAAR1 antagonist | CHO-K1 Ca antag | M1 ag parental | CHRM1 antagonist | TAAR1 agonist | CHO parental Ca | M1 PAM parental | CHRM1 agonist
O=C(O)CC1(CC(=O)Nc2ccc3ccccc3c2)CCCCC1 | -5 | -1 | 7 | 0.4 | 15 | 4 | -5 | -5 | -3
O=C(O)CSCCC(=O)Nc1ccc(F)cc1 | 6 | 6 | -18 | 0.0 | -11 | 13 | 13 | 25 | -5

Screens (PubChem)
